Assay outcomes as filed in PubChem.
Scp1 inh – Scp-1 (human) phosphatase inhibition. Recombinant Scp1, phosphopeptide, malachite green phosphate absorbance. Q9GZU7. actives 0.88% (n = 340,000). inhibition, % at 20 µM;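 active = inhibition above about 50% at 20 µM, limit read from the data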;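 also: plate controls were DMSO wells with enzyme for no effect and wells lacking enzyme for full effect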
Target sequence (Q9GZU7 76-261 limits assumed): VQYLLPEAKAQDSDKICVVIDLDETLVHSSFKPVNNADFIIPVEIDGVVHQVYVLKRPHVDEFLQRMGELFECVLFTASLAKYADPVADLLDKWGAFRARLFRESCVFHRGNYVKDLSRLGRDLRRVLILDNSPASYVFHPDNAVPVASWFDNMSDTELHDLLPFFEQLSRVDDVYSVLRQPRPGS
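Test system – truncated SCP-1 phosphatase (76-261aa) · Reagent – Phosphorylated 17-residue peptide substrate · Incubation – 45 min room-temperature reaction, 5 min colour, 30 min stabiliser · Detection – colorimetric phosphate reagent with accelerator and stabiliser, absorbance at 630 nm · Measure – % inhibition at 20 µM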
Rpn11 block – Rpn11 (human) deubiquitinase inhibition; human 26S proteasome, Ub4-pepOG fluorescence polarization; 20S core pre-blocked with epoxomicin; calls only at 20 µM; actives 0.59% (n = 360,000); AID 588493;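 active = inhibition at 20 µM, scaled to each plate's controls, above about 33%, limit read from the data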
SUMO1-SIM PPI – SUMO1-SIM interaction modulation; P63165; actives 0.33% (n = 360,000); SUMO1 binding to a labelled peptide, TR-FRET, 1 h; inhibition, % at 20 µM; in the data active = inhibition above about 37%
Target sequence (P63165 whole entry, looked up): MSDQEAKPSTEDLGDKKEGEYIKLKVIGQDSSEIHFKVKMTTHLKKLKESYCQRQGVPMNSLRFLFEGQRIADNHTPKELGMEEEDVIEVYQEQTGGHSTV
LMPTP block – blocks human LMPTP phosphatase. actives 0.22% (n = 360,000). inhibition, % at 20 µM. recombinant LMPTP-A, OMFP fluorogenic substrate, fluorescence intensity;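 active = compounds that cut the enzyme signal by at least half of the control window in the single-dose screen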;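 also: plate controls were DMSO wells with enzyme plus substrate for no effect and substrate without enzyme for full effect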
Target sequence (P24666 whole entry, looked up): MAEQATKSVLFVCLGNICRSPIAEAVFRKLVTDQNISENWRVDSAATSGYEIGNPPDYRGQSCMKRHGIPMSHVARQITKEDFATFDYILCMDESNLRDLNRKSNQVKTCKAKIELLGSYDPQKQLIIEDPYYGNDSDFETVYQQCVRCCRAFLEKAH
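Buffer or medium: Bis-Tris pH 6.0, DTT, detergent; Assay system: LMPTP-A enzyme; Quantity: 0.625 nM enzyme; Detection: endpoint fluorescence intensity; Times: 50 min dark incubation at room temperature; Controls: substrate-only low control, DMSO enzyme-plus-substrate high control; Doses: single 20 µM dose; Read-out: percent inhibition versus substrate-only and uninhibited controls; Reagent: 400 µM OMFP.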
DNMT1 inh – blocks human DNA methyltransferase DNMT1; DNMT1 molecular beacon, Hinp1I cleavage, fluorescence; inhibition (reported as % activation of signal), % at 10 µM; actives 0.83% (n = 360,000); P26358; in the data active = inhibition above about 50%
MT1-MMP act inh – inhibitors of human MT1-MMP activation; P50281; HT1080 RFP-PRO-GFP cells, GFP/RFP ratio fluorescence, overnight; percent of plate control window, DMSO zero; GFP/RFP ratio change, % at 20 µM; actives 0.061% (n = 360,000); AID 651647;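 active = GFP/RFP ratio change of at least 30% with cell ATP level not reduced by more than half and red fluorescence within 50% of control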; also: strong numbers were not always called active
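system = RFP-PRO-GFP reporter HT1080 cells | dosing = 20 µM single dose, 1% DMSO | timing = overnight cell settling, then overnight compound exposure, 37 °C, 5% CO2 | read-out basis = GFP/RFP fluorescence ratio | controls = DMSO and RFP-L50D-GFP cell wells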
STEP block – STEP (human) phosphatase inhibition. actives 0.25% (n = 360,000). AID 588621. inhibition, % at 20 µM. recombinant STEP, OMFP fluorogenic substrate, fluorescence. P54829;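 active = inhibition at 20 µM, scaled per plate between control wells, above about 37%, limit read from the data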;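 also: 0% = DMSO with enzyme and substrate and 100% = substrate only without enzyme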
Target sequence (P54829 whole entry, looked up): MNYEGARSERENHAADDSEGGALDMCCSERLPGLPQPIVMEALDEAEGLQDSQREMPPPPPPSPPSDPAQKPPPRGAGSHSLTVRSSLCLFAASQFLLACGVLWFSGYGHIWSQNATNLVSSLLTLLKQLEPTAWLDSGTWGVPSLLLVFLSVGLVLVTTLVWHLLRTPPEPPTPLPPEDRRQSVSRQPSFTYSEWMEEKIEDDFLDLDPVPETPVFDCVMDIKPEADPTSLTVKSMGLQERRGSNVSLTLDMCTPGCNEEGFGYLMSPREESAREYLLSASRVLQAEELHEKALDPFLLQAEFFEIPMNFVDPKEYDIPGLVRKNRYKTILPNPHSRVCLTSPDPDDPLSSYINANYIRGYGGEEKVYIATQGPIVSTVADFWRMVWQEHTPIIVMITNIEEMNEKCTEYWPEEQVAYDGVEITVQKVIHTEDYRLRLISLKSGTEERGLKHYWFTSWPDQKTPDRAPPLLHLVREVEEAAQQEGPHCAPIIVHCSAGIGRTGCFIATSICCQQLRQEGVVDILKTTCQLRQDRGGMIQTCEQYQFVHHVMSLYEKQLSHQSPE
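System: STEP phosphatase, cell-free reaction; Buffer or medium: Bis-Tris pH 6.0 buffer with DTT, detergent; Incubation: 20 min at room temperature, dark; Measured by: fluorescence, 480/540 nm.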
SKN-1 inh – inhibitors of C. elegans SKN-1; C. elegans VP596 Pgst-4::GFP/RFP ratio, acrylamide-induced, 24 h; actives 0.49% (n = 360,000); inhibition, % at 21.8 µM;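 active = interference check ratio from 0.5 to 1.5 plus GFP to RFP signal ratio inhibition reaching or exceeding a fixed threshold, cut at about 30% in these data, passing the limit was not always enough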; also: some compounds called inactive have numbers as strong as hits
NRP1-CendR mod – NRP-1/CendR interaction modulation; FAM-RPARPAR peptide binding to NRP-1, fluorescence polarization; inhibition, % at 25 µM; O14786; actives 0.85% (n = 360,000); AID 602438;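 active = inhibition or corrected inhibition above about 18%, plus a signal ratio from 0.5 to 1.5, limit read from the data, passing the limit was not always enough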; also: strong numbers were not always called active
NadD block – inhibitors of Staphylococcus aureus NadD | purified NadD enzyme, colorimetric absorbance read-out | inhibition, % at 20 µM | actives 0.78% (n = 360,000) | AID 602399; in the data active = inhibition above about 26%; also: some compounds past the cut are filed as inactive
* = called active by the depositor; i = inactive; . = not tested or not shown.

SMILES	Scp1 inh	Rpn11 block	SUMO1-SIM PPI	LMPTP block	DNMT1 inh	MT1-MMP act inh	STEP block	SKN-1 inh	NRP1-CendR mod	NadD block
Cc1ccc(C(=O)NNC(=O)Cc2ccccc2)cc1	-11	i	1	-0.5	1	0	-2	-4	-1	-4
COc1cc(Cl)c(C)cc1NC(=O)CCNC(=O)c1ccco1	-2	i	-2	-0.1	-1	-3	0	-1	-9	-4
COc1ccc(-c2c(-c3cc(OC)cc(OC)c3)n(C)c3ccc(-c4ccc5cc[nH]c5c4)cc23)cc1	-14	i	0	3.3	-10	0	-3	12	-5	10
Cc1cc2ccccc2n1CCNC(=O)c1ccccc1	1	i	-9	1.6	-7	61	-5	48*	-12	3
COc1ccccc1CC(=O)NC1CC(C)(C)NC(C)(C)C1	-3	i	2	-0.8	2	8	-1	20	-3	0
CC(=O)C1=C(C)NC(SCC(=O)c2ccc(Cl)cc2)=C(C#N)C1c1ccco1 (stereo not given)	-7	i	-8	1.1	-16	-44	3	-8	-1	10
CCOC(=O)c1cnc(SCC(=O)N2CCN(c3ccccc3)CC2)nc1N	5	i	2	0.5	2	-7	-2	0	-5	3
Cc1c(C#N)c(O)[nH]c(=O)c1N=Nc1ccc(Cl)c(C(=O)O)c1	-1	i	-12	-1.4	1	0	-2	26	-4	-1
O=c1[nH]nc(-c2ccc[nH]2)[nH]1	.	i	-2	-1.8	3	-3	2	-4	-5	0
Cc1ccc([N+](=O)[O-])c(-c2n[nH]c(=S)n2-c2cccc(Cl)c2)c1	-7	i	-21	0.9	-3	4	3	-1	9	14
Cc1ccc(-c2cc(C(F)F)n3ncc(C(=O)Nc4c(C)nn(Cc5c(Cl)cccc5Cl)c4C)c3n2)cc1	-5	i	1	1.5	25	-9	0	-3	5	32*
CCCN1C(=O)COc2ccc(C(=O)c3ccccc3C(=O)O)cc21	-6	i	3	-0.4	-4	3	0	3	2	-5
C=CCOc1ccccc1CNc1ccc2c(c1)OCCO2	-5	i	-9	1.3	-15	-1	-3	9	-39	1
CC(=O)Nc1ccc(-c2csc(NC(=O)C3CSC4(C)CCC(=O)N34)n2)cc1 (stereo not given)	2	i	8	0.2	0	-1	-2	6	-16	-2
N#Cc1ccsc1NC(=O)COC(=O)CCCSc1nc2ccccc2s1	3	i	14	2.6	-6	-11	-3	-15	-22	4
CC(=O)Nc1ccc(S(=O)(=O)NC(C)CCc2ccccc2)cc1 (stereo not given)	-8	i	2	-1.2	-1	2	-2	7	-5	-5
Cc1nn(C(=O)CN2C(=O)c3ccccc3C2=O)c(C)c1Br	-6	i	-6	-1.3	4	6	0	12	17	2
COc1ccc(/C=C\c2onc(C)c2S(=O)(=O)N2CCC(C(=O)NCCC(C)C)CC2)cc1	-16	i	-12	4.3	1	-1	0	-8	-6	-1
CCc1ccccc1NC(=O)c1nnn(CC(=O)Nc2ccccc2C)c1N	-5	i	-3	-1.2	2	1	-5	-5	6	10
Cc1c(NC(=O)COC(=O)/C=C/c2cccc(Cl)c2)c(=O)n(-c2ccccc2)n1C	-5	i	-2	-1.3	1	0	2	-2	13	-2

Complete entries, quoted from the list:
`CC(=O)Nc1ccc(-c2csc(NC(=O)C3CSC4(C)CCC(=O)N34)n2)cc1` (stereo not given) is listed as Scp1 inh = 2; Rpn11 block = i; SUMO1-SIM PPI = 8; LMPTP block = 0.2; DNMT1 inh = 0; MT1-MMP act inh = -1; STEP block = -2; SKN-1 inh = 6; NRP1-CendR mod = -16; NadD block = -2
`COc1cc(Cl)c(C)cc1NC(=O)CCNC(=O)c1ccco1` is listed as Scp1 inh = -2; Rpn11 block = i; SUMO1-SIM PPI = -2; LMPTP block = -0.1; DNMT1 inh = -1; MT1-MMP act inh = -3; STEP block = 0; SKN-1 inh = -1; NRP1-CendR mod = -9; NadD block = -4

Following part:
SMILES	Scp1 inh	Rpn11 block	SUMO1-SIM PPI	LMPTP block	DNMT1 inh	MT1-MMP act inh	STEP block	SKN-1 inh	NRP1-CendR mod	NadD block
CCN(CC)CCN(C(=O)c1ccc2ccccc2c1)c1nc2ccc(OC)cc2s1	5	i	-6	1.3	-1	-2	0	-6	8	5
Cc1cc(N2CCN(C)CC2)ccc1NC(=O)c1cccc(S(=O)(=O)N2CCc3ccccc3C2)c1	-5	i	7	-0.8	-12	-2	7	0	8	8
CC(=O)c1ccc(NC(=O)CCNS(=O)(=O)c2cc(Br)cnc2N)cc1	-6	i	-1	-0.6	2	-2	0	14	0	3
O=C(CCC(=O)Nc1ccccc1)NNC(=O)C(c1ccccc1)c1ccccc1	-1	i	-2	-0.7	10	1	-4	0	2	4
CC(=O)OCC(COC(C)=O)OC(C)=O	1	i	1	-0.7	-2	1	-2	5	-9	0
O=C(O)CCC(=O)NNC(=O)c1ccc(-c2ccccc2)cc1	17	i	2	-0.5	-5	7	-3	-6	11	0
O=C(CNCc1ccccc1Cl)NCc1ccco1	-9	i	-3	-0.3	-3	-6	-3	17	-2	-3
COc1cc(/C=C/c2nnc3c4ccccc4ncn23)cc(OC)c1OC	-3	i	-8	1.3	-5	2	-3	0	-3	-3
COc1ccccc1C(=O)N1CCCC(C)(C(=O)NS(=O)(=O)C2CC2)C1 (stereo not given)	.	i	1	-2.1	5	4	0	13	4	-1
CC(C)OC(=O)Cn1c(=O)sc2ccccc21	-13	i	1	-0.2	4	-6	-4	23	-1	-1
COc1ccccc1OCCCn1c(C)c(C#N)c2ccccc21	-13	i	1	4.4	13	-7	0	7	-5	5
Cc1ccc(-n2ncc(C(=O)O)c2C2CCN(C(=O)OC(C)(C)C)CC2)cc1	-10	i	7	-0.9	2	0	0	3	6	-1
CCC(C)NC(=O)c1nn(C)c(=O)c2ccccc12 (stereo not given)	2	i	-2	-0.3	2	2	-3	-2	2	-4
COc1ccc([N+](=O)[O-])cc1C1NN=C(c2cccc3ccccc23)S1 (stereo not given)	-9	i	-1	0.5	28	3	3	-18	-15	18
O=c1[nH]c(Nc2ccc3c(c2)OCCO3)nnc1Cc1ccc(Cl)cc1	16	i	3	5.8	3	2	1	-5	8	3
COc1ccccc1Oc1ccc(NC(=O)c2ccccc2C)cc1	-6	i	-1	0.3	-7	2	-1	-4	8	-2
CCn1c2ccccc2c2cc(CNCc3ccc(OC)cc3OC)ccc21	13	i	-5	4.2	2	-5	0	4	4	15
CCN1C(=NCCCOC(C)C)N[C@@H](c2ccccc2)[C@H](C(=O)OC)[C@H]1C	28	i	0	-1.9	5	0	2	11	5	-1
CC(C)CCn1cnc2c1c(=O)[nH]c(=O)n2Cc1ccccc1	5	i	7	1.9	9	-2	0	6	4	-1
Cc1ccccc1NC(=O)c1cccc(NC(=O)c2ccccc2C(=O)O)c1	-7	i	2	-3.2	1	6	-3	-6	-6	-3
CCN(CC)CCN1C(=O)C(O)=C(C(=O)c2cccs2)C1c1ccc(C)o1 (stereo not given)	6	i	-4	-1.3	-7	-4	2	-22	-5	4
CCN1CCN(CCCNC(=O)c2cn(CCOC)c(=O)c3c2c2ccccc2n3C)CC1	-1	i	-4	0.9	3	1	0	-19	3	-3
CCOc1cc(CNCC(O)c2ccccc2)cc(Cl)c1OC (stereo not given)	-6	i	-1	-2.6	-2	1	3	14	-6	4
NS(=O)(=O)c1ccc(CCNC(=O)C2CCN(c3ncnc4c3nc3n4CCCCC3)CC2)cc1	-4	i	8	0.2	-1	2	0	-8	7	3
C=CCNc1ccccc1S(=O)(=O)NCc1ccccc1	7	i	2	-0.1	2	6	3	-13	-2	1
O=C(Nc1cccc2cccc(NC(=O)c3ccco3)c12)c1ccco1	-2	i	11	0.6	-16	3	-1	3	5	9
Cc1nn(-c2cc(C(F)(F)F)ccn2)c(=O)o1	-8	i	1	-1.4	-1	3	-1	-1	-3	4
COC1CCCN(C(=O)c2ccc3nc(Cc4cccc(Cl)c4)oc3c2)C1 (stereo not given)	-7	i	-1	0.2	0	0	-1	13	-11	1
CCOc1ccc(C(=O)C2CCN(C(=O)c3ccc([N+](=O)[O-])cc3)CC2)cc1	-8	i	-24	1.1	1	-7	2	-7	-4	-6
COCC(C)NCc1cccc(C)c1 (stereo not given)	-6	i	-1	-0.2	6	-4	-3	9	-1	4
CC[C@@H]1[C@H]2CCCC(=O)N3CC[C@@H](C[C@@H]1OC(=O)NCc1ccccc1)[C@@H]23	-3	i	-4	-2.0	4	0	3	-8	5	-2
O=C(CN1CCSCC1)N/N=C/c1ccccc1F	-6	i	-6	-2.5	-1	2	2	3	3	-7
CN(c1ccc(OCC(=O)NC2CCCC2)cc1)S(=O)(=O)c1cccs1	0	i	-1	-1.5	2	5	-3	-6	2	-3
O=C(CSc1nnc(-c2ccccc2F)o1)OCc1ccccc1	1	i	-4	-0.2	2	0	-3	4	-13	-5
O=S(=O)(Nc1nc2ccccc2s1)c1cc(F)ccc1F	-7	i	5	0.2	0	-1	2	6	12	-3
Cc1ccc(Nc2cccccc2=O)cc1	3	i	-23	-1.1	-1	-1	-2	10	2	3

Given with values under each structure: part of the list above
Results follow in this order: Scp1 inh | Rpn11 block | SUMO1-SIM PPI | LMPTP block | DNMT1 inh | MT1-MMP act inh | STEP block | SKN-1 inh | NRP1-CendR mod | NadD block
> O=C(Nc1cccc2cccc(NC(=O)c3ccco3)c12)c1ccco1
  -2 | i | 11 | 0.6 | -16 | 3 | -1 | 3 | 5 | 9
> Cc1nn(-c2cc(C(F)(F)F)ccn2)c(=O)o1
  -8 | i | 1 | -1.4 | -1 | 3 | -1 | -1 | -3 | 4

By substructure: those above containing bromine.
SMILES	Scp1 inh	Rpn11 block	SUMO1-SIM PPI	LMPTP block	DNMT1 inh	MT1-MMP act inh	STEP block	SKN-1 inh	NRP1-CendR mod	NadD block
Cc1nn(C(=O)CN2C(=O)c3ccccc3C2=O)c(C)c1Br	-6	i	-6	-1.3	4	6	0	12	17	2
CC(=O)c1ccc(NC(=O)CCNS(=O)(=O)c2cc(Br)cnc2N)cc1	-6	i	-1	-0.6	2	-2	0	14	0	3
